Bioassay records as filed in PubChem BioAssay.
EWS-Fli inh: inhibitors of EWS/Fli oncoprotein transcriptional activity; A673 NR0B1-luciferase reporter, viability-normalised; inhibition, % at 12.6 µM; 0.67% of 350,000 active;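 active = mean inhibition of at least 50% after viability correction, with every replicate also passing that limit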;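 also: firefly luciferase signal divided by Alamar Blue viability fluorescence both relative to DMSO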
FN deposit inh: fibronectin deposition inhibition; AH1F fibroblasts, Alexa488-fibronectin deposition fluorescence, overnight; inhibition, % at 12.6 µM; 0.086% of 350,000 active; AID 743247;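 active = mean inhibition across replicates of 30% or more, regardless of how many single replicates reach that level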;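 also: positive control wells lacked labelled fibronectin entirely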
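Schedule: 1 h cell adhesion before compound, then overnight fibronectin incubation; test system: AH1F fibroblast monolayer depositing Alexa488-labelled fibronectin into matrix; quantity: 10000 AH1F cells per well; probe or stimulus: fluorescent fibronectin at 24 nM final; signal: fluorescence, ex 485 nm, em 525 nm; evaluation: percent inhibition as loss of matrix-bound fibronectin fluorescence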
LGR2 inh: Drosophila LGR2 receptor signaling inhibition; 0.35% of 380,000 active; HEK293 LGR2, CRE-luciferase, bursicon-stimulated, 4 h; inhibition, % at 9.99 µM;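 active = drop in luminescence signal, shown as inhibition above about 50% in the replicate tests, limit read from the data, passing the limit was not always enough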;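 also: agonist challenge used bursicon conditioned medium at about half maximal strength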
S100A4 inh HTS: inhibitors of human S100A4 binding to myosin IIA peptide. AID 652163. S100A4/TAMRA-MyoIIA peptide fluorescence polarization. inhibition, % at 10.7 µM. P26447. 0.14% of 360,000 active;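 active = mean inhibition of at least 70% across replicates, with every replicate also reaching that level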
Target sequence (P26447 whole entry, looked up): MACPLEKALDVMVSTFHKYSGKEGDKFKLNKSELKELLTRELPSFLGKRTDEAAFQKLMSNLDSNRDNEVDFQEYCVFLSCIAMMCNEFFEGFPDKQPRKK
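Assay system: human S100A4 monomer with TAMRA-labelled myosin IIA peptide / Buffer or medium: Calcium-containing HEPES buffer, pH 7.2 / Reagent: TAMRA-labelled myosin IIA heavy-chain peptide probe, 5 nM / Compound: one dose per compound / Timing: polarization read 5 min after assay mix addition, stable 5–60 min / Benchmarks: neutral control DMSO, positive control TFP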
PglD DTNB: blocks C. jejuni PglD acetyltransferase activity | purified PglD enzyme, DTNB colorimetric CoA detection | inhibition, % at 12.5 µM | 0.098% of 360,000 active; in the data active = inhibition above about 16%, passing the limit was not always enough; also: strong numbers were not always called active
PAX8 inh HTS: lowers PAX8-driven luciferase in RMG-I cells; RMG-I TPO-luciferase reporter, SteadyGlo, 24 h; inhibition, % at 12.6 µM; 1.2% of 360,000 active; AID 652154;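 active = mean replicate inhibition at least 60% with every replicate also reaching 60%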;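 also: luciferase light reporting Pax8 driven TPO promoter activity; plate controls were median of neutral control wells for no effect and mitoxantrone controls for full effect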
ERAP1 inh: blocks human ERAP1 aminopeptidase activity. Q9NZ08. recombinant ERAP1, Leu-AMC fluorescence, 60 min. inhibition, % at 10.7 µM. 0.15% of 340,000 active;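 active = mean replicate inhibition of at least 30%, or all replicates individually reaching that 30% level; inactive = mean below 30% and not every replicate reaching it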;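 also: 0% = neutral control wells and 100% = L-leucinethiol positive control wells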
Target sequence (Q9NZ08 whole entry, looked up): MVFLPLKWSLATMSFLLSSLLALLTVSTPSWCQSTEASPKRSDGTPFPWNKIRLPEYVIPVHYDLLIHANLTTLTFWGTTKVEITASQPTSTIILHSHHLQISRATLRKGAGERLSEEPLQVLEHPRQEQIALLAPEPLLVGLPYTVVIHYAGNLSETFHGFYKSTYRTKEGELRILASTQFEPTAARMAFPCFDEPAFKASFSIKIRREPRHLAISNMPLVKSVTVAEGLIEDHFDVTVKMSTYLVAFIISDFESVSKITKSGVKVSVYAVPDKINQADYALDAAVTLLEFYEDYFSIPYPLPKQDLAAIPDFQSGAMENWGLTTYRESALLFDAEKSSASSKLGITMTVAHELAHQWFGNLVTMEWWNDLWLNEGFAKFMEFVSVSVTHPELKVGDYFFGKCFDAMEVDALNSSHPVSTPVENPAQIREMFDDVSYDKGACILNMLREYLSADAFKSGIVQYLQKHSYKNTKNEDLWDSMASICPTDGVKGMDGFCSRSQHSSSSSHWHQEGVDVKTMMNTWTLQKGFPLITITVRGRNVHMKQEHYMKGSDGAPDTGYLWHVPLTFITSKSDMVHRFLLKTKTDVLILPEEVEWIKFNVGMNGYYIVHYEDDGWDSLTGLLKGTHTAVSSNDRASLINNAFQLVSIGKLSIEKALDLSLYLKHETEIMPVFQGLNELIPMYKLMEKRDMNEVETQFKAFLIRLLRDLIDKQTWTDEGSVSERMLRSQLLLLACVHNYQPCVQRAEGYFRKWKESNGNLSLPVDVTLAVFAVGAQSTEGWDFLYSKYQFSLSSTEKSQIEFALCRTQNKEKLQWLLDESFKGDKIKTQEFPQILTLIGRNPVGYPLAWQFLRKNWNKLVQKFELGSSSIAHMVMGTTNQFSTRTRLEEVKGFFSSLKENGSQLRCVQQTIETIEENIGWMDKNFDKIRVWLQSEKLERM
PGC1a acetyl inh: PGC1a acetylation modulation, inhibitor mode; U2OS PGC1a acetylation, AlphaScreen anti-acetyl-lysine; with virally co-expressed GCN5 acetyltransferase; inhibition, % at 15.6 µM; 0.17% of 350,000 active;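 active = every replicate shows inhibition of at least 40%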;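 also: 0% = neutral control wells and 100% = positive control wells; some results beyond the cut were filed as inactive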
* hit, by the source's call; · = no result given; & = joins results of further samples. Hits appear at their usual frequency; any-hit rate near 2.1%.

smiles	EWS-Fli inh	FN deposit inh	LGR2 inh	S100A4 inh HTS	PglD DTNB	PAX8 inh HTS	ERAP1 inh	PGC1a acetyl inh
C[C@@H](NC(=O)C[C@@H]1CC[C@H]2[C@@H](COC[C@H](O)CN2Cc2cc(F)ccc2F)O1)c1ccccc1	2	-7	-15	2	1	-2	1	-4
C[C@H](CO)N1C[C@H](C)[C@@H](CN(C)C(=O)Nc2ccccc2)Oc2ccc(NC(=O)Cc3ccccc3)cc2CC1=O	-4&-3	·	3	10&8	-2&-3	-32	-3&1	-4&8
COCCNS(=O)(=O)c1ccc2c(c1)C(=NO)c1cc(S(=O)(=O)NCCOC)ccc1-2	17	1	-8	5	·	23	·	-1
O=C(CN1CCOCC1)NCC[C@H]1CC[C@H](NC(=O)c2ccc3c(c2)OCO3)[C@H](CO)O1	-2	0	-11	-25	-1	-1	-1	-10
CCC(=O)N(C)C[C@@H]1Oc2ncc(C#C[C@@H](C)O)cc2C(=O)N([C@@H](C)CO)C[C@@H]1C	-12	·	-5	-3	0	-22	2	3
CC1(C(=O)NS(=O)(=O)c2cccs2)CCN1C(=O)Cc1ccc(Cl)cc1Cl (stereo unspecified)	1	0	-13	2	0	4	15	·
CCc1cnc(N2[C@@H](C#N)[C@H](c3ccc(C#CC(C)C)cc3)[C@@H]2CO)s1	17	-18	-8	5	-2	-10	-2	-1
Cc1c(C(=O)Nc2ccc(S(=O)(=O)N(C)C3CCN(C)CC3)cc2)oc2c(Cl)cccc12	47	·	8	-4	1	13	5	·
COc1ccc(S(=O)(=O)c2c(O)c3ccc(C(=O)Nc4ccccc4F)cc3[nH]c2=O)cc1	-38	-11	18	0	-3	6	2	1
CC(=O)Nc1ccc(/C=C/c2ccc3c([N+](=O)[O-])cccc3n2)cc1	-100	·	-45	-7	·	-181	-1	1
O=c1c2ccccc2nnn1-c1ccccc1[N+](=O)[O-]	-8	2	-6	-5	7	7	-3	·
NCC[C@H]1CC[C@H](NS(=O)(=O)c2ccccc2F)[C@@H](CO)O1	10	5	-8	13	-2	-11	1	8
COc1ccc(OC)c(/C=N/NC(=O)c2ccc(N(C)S(=O)(=O)c3ccccc3)cc2)c1	-14	-2	19	-21	-4	-30	2	-3
Cc1ccc(Nc2c(-c3ccc(N4CCOCC4)cc3)nc3ncccn23)cc1	0	-1	·	-5	-4	-51	-3	2
COC(=O)CNC(=O)c1cn(-c2ccc(C)c(C)c2)c(=O)c2ccccc12	6	5	-2	-10	6	10	3	14
CN1[C@@H]2c3ccc(-c4ccccc4)c(=O)n3C[C@H]1[C@H](CO)[C@H]2C(=O)Nc1nccs1	-3	·	-11	5	3	-3	1	·
CC1CCCCN1S(=O)(=O)c1ccc2c(c1)CCN2C(=O)C1CCC1 (stereo unspecified)	·	·	·	2	4	·	11	-6
O=S(=O)(Cc1ccccc1)N1CCCCN2[C@@H](CO)[C@@H](c3ccc(-c4cncnc4)cc3)[C@@H]2C1	2	·	23	-37	-3	9	1	6
Cc1c(C(=O)N2CCN(c3ccc(F)cc3)CC2)sc2ncnc(N3CCN(c4ccccn4)CC3)c12	30	-7	33	-9	0	59	1	5
COc1ccccc1C1OC2=C(Nc3ccc([N+](=O)[O-])cc3N2)C1=O (stereo unspecified)	11	10	-16	1	·	-1	0	·
CN(C)C(=O)[C@@H]1[C@@H](CO)[C@@H]2Cn3c(cccc3=O)[C@H]1N2CC1CCOCC1	1	0	-9	41	5	-17	4	0
S=C(NC1CCCCC1)NN1CCOCC1	2	3	5	3	-6	17	-1	-4
CN(C)c1ccc(CNC(=O)CC[C@H]2O[C@@H](n3cnc4c(NC(=O)c5ccccc5)ncnc43)[C@H](O)[C@@H]2O)cc1	-2	-4	-16	-3	5	-13	-3	-4
CCc1ccc(N(CC(=O)NC2CCCC2)S(=O)(=O)c2c(C)noc2C)cc1	10	-3	11	-3	2	-6	·	·
CCN(CC)CCSc1nc(O)c(Cc2ccccc2)c(=O)n1-c1ccccc1	-6	·	-5	1	·	9	-3	1
CCCCCCCCNC(=O)/C(C#N)=C/c1ccccc1[N+](=O)[O-]	18	0	3	-4	7	24	0	-16
O=C(CS(=O)(=O)c1cccc(Cl)c1)Nc1ccccc1Cl	·	-13	·	·	4	6	·	-2
N#CC1=C(N)OC2=C(C(=O)CCC2)C1c1ccc2c(c1)OCO2 (stereo unspecified)	0	-8	7	-2	6	27	3	·
CS(=O)(=O)N1CCN=C1SCc1ccc(Br)cc1	1	-1	-3	0	4	-5	-4	0
Cc1ccc(S(=O)(=O)N(C)C[C@@H]2Oc3ccc(NS(=O)(=O)c4ccccc4)cc3CC(=O)N([C@@H](C)CO)C[C@@H]2C)cc1	10	·	2	-3	6	-9	0	2

Reprinted from the part before: 5 compounds, followed by the next part.
smiles	EWS-Fli inh	FN deposit inh	LGR2 inh	S100A4 inh HTS	PglD DTNB	PAX8 inh HTS	ERAP1 inh	PGC1a acetyl inh
CCCCCCCCNC(=O)/C(C#N)=C/c1ccccc1[N+](=O)[O-]	18	0	3	-4	7	24	0	-16
O=C(CS(=O)(=O)c1cccc(Cl)c1)Nc1ccccc1Cl	·	-13	·	·	4	6	·	-2
N#CC1=C(N)OC2=C(C(=O)CCC2)C1c1ccc2c(c1)OCO2 (stereo unspecified)	0	-8	7	-2	6	27	3	·
CS(=O)(=O)N1CCN=C1SCc1ccc(Br)cc1	1	-1	-3	0	4	-5	-4	0
Cc1ccc(S(=O)(=O)N(C)C[C@@H]2Oc3ccc(NS(=O)(=O)c4ccccc4)cc3CC(=O)N([C@@H](C)CO)C[C@@H]2C)cc1	10	·	2	-3	6	-9	0	2
C[C@@H]1CCCCO[C@H](CN(C)C(=O)c2ccncc2)[C@@H](C)CN([C@H](C)CO)C(=O)c2cc(NC(=O)NC3CCCCC3)ccc2O1	-2	·	8	·	3	-22	·	4
CC(Sc1ccccc1)C(=O)Nc1ccc(S(=O)(=O)N2CCOCC2)cc1 (stereo unspecified)	·	-1	·	·	7	-2	·	26
CC(NC(=O)CN1CCN(CC(=O)Nc2ccccc2Cl)CC1)c1ccc(Br)cc1 (stereo unspecified)	5	4	-16	-11	3	29	0	-12
OC[C@@H]1[C@H](c2ccccc2)C2(CN(CC3CC3)C2)N1Cc1nccs1	-4	·	0	-11	·	6	1	2
C=CC[C@]12CCc3ccccc3C1N(c1ccc(C(=O)OCC)cc1)C2=O (stereo partly specified)	6	14	1	-5	2	12	-3	·
Cc1cc(NC(=O)CSc2nncc(=O)n2N)no1	8	-6	24	-1	-3	-10	-1	11
CC1CCCCC1n1c(-c2cccnc2)n[nH]c1=S (stereo unspecified)	12	5	13	5	·	-4	8	6
CCOC(=O)C1(CC2CCCCO2)CCN(Cc2nccn2-c2ccc(OC)cc2)CC1 (stereo unspecified)	7	1	-3	1	·	22	4	·
COc1ccccc1CNC(=O)c1nn(C)c2c1CS(=O)(=O)c1ccccc1-2	·	-5	5	-4	-2	11	-3	-14
CCN(CC(=O)NCc1cccs1)C(=O)c1cccc(S(=O)(=O)Nc2ccc(C)cc2)c1	-5	3	22	1	0	8	0	·
COc1ccc(OC)c(NC(=O)c2ccccc2NC(=O)c2ccco2)c1	2	-11	-3	2	2	3	1	1
CCOC(=O)C1=C(C(=O)OCC)C2N(Cc3ccc(C#N)cc3)c3ccccc3[C@@]23C[C@@H](C(=O)OC)N(S(=O)(=O)c2ccc(C)cc2)C3=N1 (stereo partly specified)	-16	3	1	3	·	-5	-1	·
COc1cccc(-c2nnc(NC(=O)c3cccc(F)c3)o2)c1	-1	-4	-10	0	1	-15	2	-18
O=C(COc1ccc2ccc(=O)oc2c1)NC(Cc1ccc(Cl)cc1)C(=O)O (stereo unspecified)	7	·	·	56	-1	·	5	-3
C[C@@H]1CN([C@@H](C)CO)C(=O)c2cccc(NC(=O)C3CCCCC3)c2O[C@@H]1CN(C)C(=O)Nc1ccc(F)cc1	-14	-9	13	-2	-2	·	-2	-4
CCOC(=O)c1ccc(S(=O)(=O)N2CCN(C(=O)CSc3nc4ccccc4o3)CC2)cc1	-23	-6	-31	27	-2	5	0	-8
Cc1ccccc1-n1cc(CNCc2c(C(=O)N(C)C)nc3ccc(Cl)cn23)cn1	2	6	-8	-3	·	1	2	·
C[C@H](CO)N1C[C@H](C)[C@@H](CN(C)Cc2ccc(C(=O)Nc3ccccc3N)cc2)Oc2c(cccc2N(C)C)C1=O	8	-18	-11	-1	-2	8	3	-33
O=C(Nc1ccc(Cl)cc1Cl)Nn1cnnc1	·	·	-6	-2	4	-18	0	·
C=CCNc1nc(Nc2cc(Cl)ccc2OC)nc(OC)n1	2	4	16	-11	0	-19	-3	9
COc1ccccc1C(CNC(=O)CNC(=O)c1ccccc1Cl)N1CCCC1 (stereo unspecified)	8	-3	-14	-3	-4	-3	-4	26
CCOC(=O)C1CCN(C(=O)Cc2ccccc2OC)CC1	-11	-12	39	0	0	14	-2	-12
C[C@@H]1CCCCO[C@@H](CN(C)C(=O)Nc2ccc(F)cc2)[C@H](C)CN([C@H](C)CO)C(=O)c2cc(NS(=O)(=O)c3cn(C)cn3)ccc2O1	7	4	-10	4	8	-1	6	13
CCS(=O)(=O)N1Cc2ccccc2CC1C(=O)N(C)Cc1ccc(OC)c(F)c1 (stereo unspecified)	·	7	16	-3	-3	5	-4	-4
COc1ccc(OC)c(-c2csc(NC(=O)CSc3ccc([N+](=O)[O-])cc3)n2)c1	8	0	10	-3	7	0	0	-11
O=[N+]([O-])c1ccc(-c2cnc3ccccc3n2)cc1	-79	1	·	-8	-2	-117	3	0
CCCOc1ccc(C2NC(=S)NC(C)=C2C(=O)c2ccccc2)cc1OC (stereo unspecified)	11	-18	9	-4	4	-11	13	-1
CO[C@H]1CN(C)C(=O)c2cc(NS(=O)(=O)CC(F)(F)F)ccc2OC[C@@H](C)N(C(=O)NC(C)C)C[C@@H]1C	2	-15	-5	0	-1	-2	2	-6
COc1ccc(S(=O)(=O)N2CCOC23CCN(S(=O)(=O)c2ccc(F)cc2C)CC3)cc1	9	5	-6	4	-4	-4	2	-18
COc1cnc(-c2ccccn2)nc1NC(C)C	1	-2	17	2	·	59	1	-28

Next part:
smiles	EWS-Fli inh	FN deposit inh	LGR2 inh	S100A4 inh HTS	PglD DTNB	PAX8 inh HTS	ERAP1 inh	PGC1a acetyl inh
O=c1[nH]cnc2nn(C3OC(CO)C(O)C3O)nc12 (stereo unspecified)	-3	-6	-15	0	·	-38	-2	·
S=c1nc2ccccc2c2nc(-c3ccccc3Cl)[nH]n12	-4	5	21	0	·	-5	0	·
COc1ccc(CCNCC(O)Cn2ccc3ccccc32)cc1OC (stereo unspecified)	5	-7	5	-3	-3	-5	·	-11
COc1cc(OC)cc(-c2c(C#Cc3ccsc3)c3cc(-c4ccc5cc[nH]c5c4)ccc3n2C)c1	-5	2	-6	-4	0	-12	-3	3
COc1ccc(C(=O)OCC(=O)c2ccco2)cc1[N+](=O)[O-]	-1	0	-13	-4	-5	-9	1	0
